# Screens (PubChem)
# GC-A act – GC-A (human) enzyme activation; HEK293 GC-A cells, cGMP TR-FRET, EC30 ANP; 0% at EC30 ANP, 100% saturating ANP; 370,000 tested, 0.14% active; P16066; activation, % at 10 µM; in the data active = activation above about 40%
# GAA850 FXN act – frataxin GAA850 promoter activation; HEK293 lucGAA850 FXN promoter luciferase reporter, 24 h; percent of 10 µM SAHA response; activation, % at 6 µM; 360,000 tested, 0.56% active;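 active = activation above the average of all compounds screened plus 3 SD, cutoff fixed separately per campaign, cut at about 7.5% in these data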;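 note: 0% = DMSO wells and 100% = 10 µM SAHA wells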
# DAX1 inh-1 – inhibitors of human orphan nuclear receptor DAX1 (NR0B1). P51843. HEK293 Gal4-DAX1 luciferase reporter, luminescence. inhibition, % at 6.75 µM. 340,000 tested, 0.99% active. AID 504766;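 active = inhibition above the mean over all tested compounds plus 3 SD, cut at about 4.2% in these data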;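 note: 0% = DAX1-transfected cells with DMSO and 100% = empty-vector control cells with DMSO; inhibition shows as a rise in luminescence from relieved DAX1 repression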
# Target sequence (P51843 207-470 limits assumed): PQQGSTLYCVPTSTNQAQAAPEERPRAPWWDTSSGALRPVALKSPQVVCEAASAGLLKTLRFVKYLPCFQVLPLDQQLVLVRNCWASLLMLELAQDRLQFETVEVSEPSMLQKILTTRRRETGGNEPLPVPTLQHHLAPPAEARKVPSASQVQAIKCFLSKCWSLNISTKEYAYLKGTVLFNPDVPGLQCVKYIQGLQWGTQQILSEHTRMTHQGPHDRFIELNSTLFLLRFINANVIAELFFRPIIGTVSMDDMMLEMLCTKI
# SMARCA2 act – activators of SMARCA2 function; 370,000 tested, 1% active; AID 652017; MG213 cells, MMTV-luciferase reporter, dexamethasone, overnight; activation, % at 9.1 µM; in the data active = activation above about 7.8%;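 note: 0% = vehicle wells and 100% = reference activator wells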
# NPR2 activator – GC-B (human) receptor activation. 370,000 tested, 0.11% active. activation, % at 10 µM. HEK293-GC-B cells, CNP EC30, cGMP TR-FRET; 0% at EC30 CNP, 100% saturating CNP. P20594;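 active = activation at 10 µM reaching about 35% in either raw or pattern-adjusted values, limit read from the data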
# DAX1 inh-2 – blocks DAX1 repression of SF-1 activated StAR promoter | HEK293T StAR-luciferase reporter, SF-1/DAX-1 repression relief | inhibition, % at 6.8 µM | 370,000 tested, 1.1% active | AID 652010;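 active = inhibition above the mean over all tested compounds plus 3 SD, cut at about 3.6% in these data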;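 note: 0% = DAX-1 cells with DMSO and 100% = cells lacking DAX-1 with DMSO; higher inhibition means more luminescence from relief of DAX-1 repression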
# KLK7 zymogen act – proKLK7 (human) activation, primary screen | P49862 | purified proKLK7, EDANS-DABCYL substrate fluorescence; 100% is mature enzyme control, 0% vehicle | activation, % at 7 µM | 370,000 tested, 0.9% active;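 active = activation above the mean of all tested compounds plus 3 SD, computed per campaign excluding outliers beyond control limits, cut at about 13% in these data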
# Target sequence (P49862 whole entry, looked up): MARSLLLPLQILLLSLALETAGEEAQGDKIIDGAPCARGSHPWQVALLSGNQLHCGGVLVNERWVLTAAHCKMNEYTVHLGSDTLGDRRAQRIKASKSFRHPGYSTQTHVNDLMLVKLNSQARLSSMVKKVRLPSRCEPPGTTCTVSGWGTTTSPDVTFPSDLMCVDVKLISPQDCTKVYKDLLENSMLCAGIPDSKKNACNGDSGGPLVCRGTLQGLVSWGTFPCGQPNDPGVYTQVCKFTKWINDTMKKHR
# hcDAF12 agonist – activates DAF-12 receptor from parasite H. contortus | activation, % at 6.8 µM | 370,000 tested, 1.4% active | HEK293 hcDAF-12 lit1-tk-luc reporter, luminescence; 0% DMSO, 100% Δ7-dafachronic acid | AID 652067;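 active = activation above the mean of all tested compounds plus 3 SD, cut at about 5.5% in these data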;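 note: 100% = response to 3 µM Δ7-dafachronic acid high control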
# hgDAF12 agonist – agonists of H. glycines DAF-12 nuclear receptor; HEK293 GAL4-hgDAF12 UAS-luciferase reporter, agonist luminescence; normalized to butyrate control; activation, % at 6.8 µM; 370,000 tested, 1.8% active;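 active = activation above a cutoff set at the mean of all screened compounds plus 3 SD, cut at about 10% in these data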;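 note: 0% = DMSO wells and 100% = sodium butyrate wells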
# ssDAF-12 act – S. stercoralis DAF-12 activation, primary screen; HEK293 ssDAF-12/GRIP1 lit1-tk-luc reporter, luminescence; % of 3 µM dafachronic acid response; activation, % at 6.8 µM; 370,000 tested, 1% active; AID 652126;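 active = activation above the mean over all tested compounds plus 3 SD, cut at about 0.9% in these data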;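 note: 0% = DMSO-only wells and 100% = 3 µM delta7-dafachronic acid wells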
# HGIII-sPLA2 inh – Inhibits HGIII-sPLA2 liposome hydrolysis, primary screen; Q9NZ20; QFRET BODIPY PC-A2 liposome hydrolysis, fluorescence; inhibition, % at 12.2 µM; 370,000 tested, 0.56% active;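 active = inhibition above mean plus 3 SD of compounds lying within the high and low control bounds, cut at about 19% in these data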;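 note: 0% = median of test compound wells and 100% = no enzyme DMSO wells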
# Target sequence (Q9NZ20 whole entry, looked up): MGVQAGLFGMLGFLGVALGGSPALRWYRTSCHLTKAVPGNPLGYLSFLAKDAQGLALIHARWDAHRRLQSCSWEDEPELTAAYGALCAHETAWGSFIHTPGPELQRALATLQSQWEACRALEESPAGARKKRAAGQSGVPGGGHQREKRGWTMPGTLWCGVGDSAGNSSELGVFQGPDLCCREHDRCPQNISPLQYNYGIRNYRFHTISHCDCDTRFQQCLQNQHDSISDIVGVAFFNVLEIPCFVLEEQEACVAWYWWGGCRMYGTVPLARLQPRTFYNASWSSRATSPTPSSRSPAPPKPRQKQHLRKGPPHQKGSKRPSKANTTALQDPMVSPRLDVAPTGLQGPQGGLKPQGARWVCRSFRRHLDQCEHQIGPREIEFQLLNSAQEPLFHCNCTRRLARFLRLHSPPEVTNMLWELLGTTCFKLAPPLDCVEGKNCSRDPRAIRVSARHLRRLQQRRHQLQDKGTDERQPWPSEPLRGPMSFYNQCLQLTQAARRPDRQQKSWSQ
# Active calls of the source: *; . = no result given.
SMILES,GC-A act,GAA850 FXN act,DAX1 inh-1,SMARCA2 act,NPR2 activator,DAX1 inh-2,KLK7 zymogen act,hcDAF12 agonist,hgDAF12 agonist,ssDAF-12 act,HGIII-sPLA2 inh
CC(C)CCN1CC(O)=C(c2nc3ccccc3[nH]2)C1=N,27,3.8,0.8,0,1,0.6,-0.6,0.0,4.0,-1.2,5
O=C1CC(=O)C(n2cncn2)C(c2ccc(Cl)cc2)C1 (stereo not given),2,-0.5,5.8*,-6,3,-0.8,0.3,1.7,-1.0,-1.0,-20
CC1CCN(C(=O)Cn2nnc(-c3ccc([N+](=O)[O-])cc3)n2)CC1,2,0.3,1.4,-2,-6,-0.8,0.1,-2.8,0.9,-1.6,2
CS(=O)(=O)Nc1ccc(C2=NN(C(=O)c3ccco3)C(c3cccc(F)c3)C2)cc1 (stereo not given),-18,-0.3,1.9,1,-13,-0.6,-1.3,-6.3,3.5,-2.3,-16
O=C(CCC(=O)N1CCN(S(=O)(=O)c2ccc(Cl)cc2)CC1)NCc1cccc(C(F)(F)F)c1,3,-1.3,-2.4,-3,-5,-5.8,0.1,-1.9,-7.0,-2.3,-18
COc1cc(CNCCO)cc(Br)c1OCc1ccccc1Cl,4,-1.5,1.2,-2,-4,-0.9,-0.1,-0.1,-1.5,-1.5,-5
O=c1c(Cc2c(F)cccc2Cl)c(O)ccn1Cc1ccc(F)cc1,.,1.0,-0.6,-2,.,-0.7,-0.1,1.1,-0.6,-0.8,-6
CC(O)Cc1nsc(NC(=O)c2cccs2)n1 (stereo not given),2,0.5,3.2,-1,2,0.0,0.2,0.8,1.3,-0.9,4
O=C(NC1CC1)c1cc2ccccc2o1,2,1.6,0.3,2,-7,1.2,0.3,-1.8,3.7,-0.3,4
Nc1ccc(NC(=O)c2ccc(C(=O)Nc3ccc(N)cc3)cc2)cc1,1,3.1,-0.5,-1,3,0.7,0.2,0.5,-2.8,-0.8,10
Cc1cccc(CC(=O)NCCS(=O)(=O)N2CCN(c3cccc(Cl)c3)CC2)c1,-4,-1.2,-1.6,-2,-2,1.6,0.5,-1.4,-3.0,-0.5,-21
CCOc1ccc(C(=O)NCC(=O)NNC(=O)c2cc(C)oc2C)cc1OCC,3,-0.7,0.4,-2,0,3.3,0.5,2.7,-1.2,-0.7,13
O=C(Nc1cnn(Cc2c(Cl)cccc2Cl)c1)c1ccc([N+](=O)[O-])cc1,14,3.8,-1.2,-2,16,0.0,0.4,-1.0,0.9,-1.6,-7
CCc1cc(C(=O)N2CCN(C(=O)c3ccco3)CC2)sc1C,0,1.4,0.7,-2,2,1.3,0.3,-1.7,-2.0,-0.5,4
COc1cc2c(cc1NC(=O)CN1CCN(S(=O)(=O)c3ccc(C)cc3)CC1)oc1ccccc12,3,1.8,0.9,-3,-2,0.4,-0.3,-0.9,-0.5,-1.2,-3
CN1CCN(C(=S)NC(=O)c2cccc(S(=O)(=O)N(C)C)c2)CC1,5,2.0,0.2,-1,1,-0.3,-0.5,-0.4,-0.6,-1.9,4
Cc1ccc(NC(=S)NCc2ccccc2)cc1[N+](=O)[O-],8,0.0,-1.1,1,-4,-0.9,0.7,-1.1,-0.1,-1.8,-25
CC(C)NS(=O)(=O)c1ccc(OCC(=O)N2CCc3ccccc3C2)cc1,-1,0.8,0.8,-2,-6,-0.6,0.2,-1.2,-1.4,-1.7,-2
Cc1ccc(Cn2cc(/C=C/C(=O)O)c(-c3ccccc3)n2)cc1,-1,1.2,0.4,0,0,0.0,0.6,1.7,3.5,-0.8,-5
Cc1ccc(NC(=S)N2CCCCC2CO)cc1C (stereo not given),0,2.7,3.1,2,-5,-0.3,-0.7,-0.9,4.8,-1.6,-5
C[C@@H]1CN([C@H](C)CO)C(=O)c2cc(Br)cnc2O[C@H]1CN(C)C(=O)Cc1ccncc1,1,0.2,0.1,3,0,-0.2,-0.1,-0.9,1.7,-0.6,4
O=C(Nc1nc2ccc(SC(F)F)cc2s1)c1ccc(NS(=O)(=O)c2ccc(F)c(F)c2)cc1,8,5.3,1.8,-1,-3,-0.5,-3.6,1.4,5.4,-0.1,-101
CCN(CC)S(=O)(=O)c1ccc(-c2csc(C)n2)cc1,3,3.6,6.5*,2,-6,0.5,-0.2,-1.4,-1.3,-0.9,-1
O=C1c2ccccc2C(=O)N1OCc1cccc(Cl)c1,2,1.9,1.3,0,-6,1.2,0.2,-0.1,0.7,-1.1,8

# One compound at a time (already shown).
# Listed for O=c1c(Cc2c(F)cccc2Cl)c(O)ccn1Cc1ccc(F)cc1 = GC-A act: .; GAA850 FXN act: 1.0; DAX1 inh-1: -0.6; SMARCA2 act: -2; NPR2 activator: .; DAX1 inh-2: -0.7; KLK7 zymogen act: -0.1; hcDAF12 agonist: 1.1; hgDAF12 agonist: -0.6; ssDAF-12 act: -0.8; HGIII-sPLA2 inh: -6
# Listed for CN1CCN(C(=S)NC(=O)c2cccc(S(=O)(=O)N(C)C)c2)CC1 = GC-A act: 5; GAA850 FXN act: 2.0; DAX1 inh-1: 0.2; SMARCA2 act: -1; NPR2 activator: 1; DAX1 inh-2: -0.3; KLK7 zymogen act: -0.5; hcDAF12 agonist: -0.4; hgDAF12 agonist: -0.6; ssDAF-12 act: -1.9; HGIII-sPLA2 inh: 4

# (listing goes on)
SMILES,GC-A act,GAA850 FXN act,DAX1 inh-1,SMARCA2 act,NPR2 activator,DAX1 inh-2,KLK7 zymogen act,hcDAF12 agonist,hgDAF12 agonist,ssDAF-12 act,HGIII-sPLA2 inh
Cc1nc(C(C)NC(=O)c2ccc(OC3CCN(Cc4ccccn4)CC3)cc2)c(C)s1 (stereo not given),1,-0.5,0.2,-4,2,0.3,0.2,-0.1,0.5,-0.9,-3
COc1ccc2nc(SCc3cnc(C)nc3N)[nH]c2c1,3,-0.4,0.5,0,-2,0.1,0.6,0.7,-0.8,-1.5,6
O=C(CN1C(=O)C2C3C=CC(C3)C2C1=O)Nc1nc(-c2ccccn2)cs1 (stereo not given),8,-3.3,-0.3,0,7,-0.4,-0.5,1.9,0.2,0.3,6
O=C1C(=Cc2cn(-c3ccccc3)nc2-c2ccc(OCc3ccccc3)cc2)SC(=S)N1CCS(=O)(=O)O,-16,-2.4,.,-4,6,0.4,-0.5,0.1,5.4,-1.2,15
Cn1nnc2cc(NC(=O)Nc3ccccc3F)ccc21,0,2.2,1.6,7,-1,7.4*,1.5,3.8,15*,0.1,9
CCC(C)NC(=O)C1c2ccccc2C(=O)N1Cc1ccc(F)cc1 (stereo not given),1,0.0,1.1,-1,10,-0.2,0.5,-2.0,0.2,-0.5,3
CCc1nnc(NC(=O)C2=CCN(S(=O)(=O)c3ccc(F)cc3)CC2)s1,-12,-0.4,-1.8,-1,-7,0.2,-0.5,-1.0,-4.2,-1.7,7
COc1cc(C(CC(=O)Nc2ccccn2)N2Cc3ccccc3C2=O)cc(OC)c1OC (stereo not given),-2,0.9,-1.5,-1,-1,-0.5,0.0,-2.6,-0.4,-1.4,-2
CCOC(=O)CN1CC23C=CC(O2)C(C(=O)NCc2ccccc2OC)C3C1=O (stereo not given),0,0.2,-0.4,-1,-3,-0.1,-0.1,-2.1,-1.5,-1.5,10
CCN(CC(=O)Nc1c(F)cccc1F)C(=O)c1cc([N+](=O)[O-])ccc1N1CCCCC1,0,-0.4,0.2,-3,-5,-1.3,-0.6,-1.5,2.5,-0.8,3
O=C(CN1C(=O)S/C(=C\c2cccs2)C1=O)Nc1ccc(O)cc1C(=O)O,-8,1.6,-0.2,-4,1,0.5,-0.3,-1.5,2.2,-0.1,-19
COc1ccccc1N1CCN(C(=O)C(=O)c2cn(CC(=O)N3CCCC3)c3ccccc23)CC1,6,0.3,0.4,-1,-6,-0.7,0.3,0.6,0.8,-0.6,-2
CC1=C(C(=O)OC(C)C)C(c2ccc3c(c2)OCO3)NC(=O)N1 (stereo not given),-5,1.0,0.8,-3,0,-0.2,0.3,-0.6,-2.3,-0.9,14
CCOc1ccc(-c2cc(CCCC(=O)N3CCN(c4ccc(OC)cc4)CC3)no2)cc1,0,-4.1,1.9,-8,-1,-1.4,0.3,-1.9,-4.5,-1.6,5
C/C(=N\NC(=O)c1c(Cl)cnn1C)c1ccc(NC(=O)c2ccncc2)cc1,1,4.1,-1.7,5,6,-0.4,-0.9,1.6,1.9,-0.6,1
Nc1nc(SCc2c(Cl)cccc2Cl)n[nH]1,2,5.7,-1.1,0,-2,-0.3,-0.1,-0.2,-1.2,-1.4,6
O=C(c1ccc(S(=O)(=O)N2CCC(c3nc4ccccc4[nH]3)CC2)cc1)N1CCOCC1,-1,-0.9,0.3,-5,4,-0.5,-0.1,-2.5,-2.1,-1.2,4
COc1ccc(C(=O)N(Cc2nc(-c3ccc(C)cc3)no2)C2CCCCC2)cc1OC,-3,-0.8,-0.7,1,3,-0.4,0.0,-1.9,-0.5,-1.8,-12
Cc1ccc2nc(-c3ccc(Cl)cc3)c(Cc3cccc(Cl)c3)n2c1,0,.,.,0,1,3.9*,-6.7,1.8,13*,-0.6,1
Cc1ccc(-n2c(C)nc3c(cnn3-c3ccccc3Cl)c2=O)cc1C,5,-1.5,-0.2,-4,7,-0.4,0.6,-2.0,-0.5,-0.9,8
CCOC(=O)c1[nH]c(C)c(C(=O)OCC(=O)NC2CCS(=O)(=O)C2)c1C (stereo not given),-1,-0.2,0.9,-4,3,0.3,-0.3,0.0,1.9,-0.9,12
CCCCNC(=O)C1(C)CCCCN1C(=O)c1c(F)ccc(C)c1F (stereo not given),0,-1.0,.,-3,2,0.3,0.2,-1.1,0.6,-1.2,6
Cc1ccc(NC(=O)N2CCN(C(=O)C3CCCO3)CC2)cc1 (stereo not given),0,-0.4,0.6,-3,-1,-0.2,-0.5,-0.7,-1.0,-1.1,10
Cc1cc(C(F)(F)F)nn1CC(=O)Nc1ccc(Br)c2cccnc12,-4,-1.6,-1.0,-2,-5,-0.8,-0.3,0.0,-2.2,-1.3,5
CCC(=O)c1ccc(OCc2ccc(C#N)cc2)cc1,-4,3.6,1.9,3,5,2.1,0.1,0.1,12*,0.1,-6
COc1ccc(-c2csc(NC(=O)CS(=O)(=O)c3ccccc3)n2)cc1,1,-0.8,-0.8,-2,-6,-0.2,0.3,-1.6,2.0,-1.0,1
CCCCNC(=O)CCNC(=O)c1ccc(C(C)(C)C)cc1,2,2.8,0.4,0,5,-1.6,0.5,-0.6,-2.9,-1.4,7
COc1ccc(NC(=O)/C(=C\c2ccc(OC)c(OC)c2)NC(=O)c2ccco2)cc1,-3,1.7,0.7,-1,5,-0.5,0.0,0.5,0.2,-1.2,11
S=C(Nc1cccc2ccccc12)N1CCN(c2ncccn2)CC1,4,-0.2,-0.1,5,3,0.5,-5.1,0.7,4.6,0.0,9
CCCN1C(=O)C(O)(C2COC(C)(C)CC2=O)c2ccccc21 (stereo not given),-3,1.8,1.3,4,0,0.9,-0.3,0.1,7.8,-1.6,3
Cc1nc(=O)c(-c2ccccc2)c(C)n1-c1ccc(S(N)(=O)=O)cc1,5,0.3,1.1,-3,3,-0.5,-0.5,-0.2,-1.6,-1.4,3
N#Cc1cc(Oc2cccc3cccnc23)c(-n2nnc3ccccc32)cc1C#N,3,7.7*,-2.1,14*,-6,-1.2,0.1,-0.2,-0.9,-0.8,3
